Source: PubChem BioAssay
COUP-TFII inh: NR2F2 transcriptional activity inhibitors, primary screen, cell-based, luciferase reporter, HEK293T, luminescence. AID 686940, 2013. inhibition, % at 8.6 µM. COUP transcription factor 2 (Homo sapiens), P24468. actives 0.7% (n = 370,000). HEK293T NGFI-A luciferase reporter;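 active means inhibition above a per-plate cutoff, mean inhibition of test wells between control levels plus 3 SD, cut at about 38% in these data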;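 further: cells cotransfected with COUP-TFII expression vector driving the NGFI-A reporter; 0% = median of COUP-TF2 test wells and 100% = reporter-only cells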
NOD2 RIPK2 PPI: NOD2-RIPK2 binding disruptors in cells, primary screen, fluorescence, CHO cells, BLA complementation | Receptor-interacting serine/threonine-protein kinase 2 (Homo sapiens), O43353 | CCF4 ratio | inhibition, % at 4.98 µM | actives 0.38% (n = 360,000); in the data active means inhibition above about 21%;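 further: 0% = vehicle only and 100% = reference blocker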
NCOA1 inh: SRC1 coactivator transcriptional activity inhibitors, primary screen, cell-based, luminescence; inhibition, % at 3.6 µM; HEK293 GAL4-SRC1 luciferase reporter; actives 0.12% (n = 360,000); Nuclear receptor coactivator 1 (Homo sapiens), Q15788;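 active means inhibition above the campaign mean plus 3 SD, with each screening campaign given its own cutoff, cut at about 60% in these data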;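 further: 0% = DMSO treated cells and 100% = gossypol at 36 µM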
TWEAK-Fn14 inh: inhibitors of TWEAK-Fn14 signaling, primary screen, luciferase reporter cells, uHTS; inhibition, % at 10 µM; actives 2% (n = 360,000); TWEAK-stimulated Fn14 reporter cells, luciferase luminescence, 8 h; in the data active means inhibition above about 50%
TLR9-MyD88 inh: inhibitors of TLR9-MyD88 association in cells, primary screen, cell-based, CHO, BLA complementation, fluorescence; CCF4 FRET ratio; AID 504734, 2011; Toll-like receptor 9 (Homo sapiens) + Myeloid differentiation primary response protein …; actives 0.21% (n = 340,000); inhibition, % at 4.98 µM;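 active means inhibition above the mean over all tested compounds plus 3 SD, cut at about 21% in these data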;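 further: 0% = DMSO only wells and 100% = clavulanate BLA inhibitor control wells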
Target sequence (Q99836 whole entry, looked up): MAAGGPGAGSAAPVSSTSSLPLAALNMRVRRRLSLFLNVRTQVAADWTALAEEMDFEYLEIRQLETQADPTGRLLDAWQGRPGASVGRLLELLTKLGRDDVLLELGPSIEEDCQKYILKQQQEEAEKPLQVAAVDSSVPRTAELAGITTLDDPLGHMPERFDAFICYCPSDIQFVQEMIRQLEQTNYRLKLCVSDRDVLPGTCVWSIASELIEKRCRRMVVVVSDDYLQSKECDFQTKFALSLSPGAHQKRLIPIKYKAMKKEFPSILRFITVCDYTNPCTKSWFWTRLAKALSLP
Target sequence (Q9NR96 whole entry, looked up): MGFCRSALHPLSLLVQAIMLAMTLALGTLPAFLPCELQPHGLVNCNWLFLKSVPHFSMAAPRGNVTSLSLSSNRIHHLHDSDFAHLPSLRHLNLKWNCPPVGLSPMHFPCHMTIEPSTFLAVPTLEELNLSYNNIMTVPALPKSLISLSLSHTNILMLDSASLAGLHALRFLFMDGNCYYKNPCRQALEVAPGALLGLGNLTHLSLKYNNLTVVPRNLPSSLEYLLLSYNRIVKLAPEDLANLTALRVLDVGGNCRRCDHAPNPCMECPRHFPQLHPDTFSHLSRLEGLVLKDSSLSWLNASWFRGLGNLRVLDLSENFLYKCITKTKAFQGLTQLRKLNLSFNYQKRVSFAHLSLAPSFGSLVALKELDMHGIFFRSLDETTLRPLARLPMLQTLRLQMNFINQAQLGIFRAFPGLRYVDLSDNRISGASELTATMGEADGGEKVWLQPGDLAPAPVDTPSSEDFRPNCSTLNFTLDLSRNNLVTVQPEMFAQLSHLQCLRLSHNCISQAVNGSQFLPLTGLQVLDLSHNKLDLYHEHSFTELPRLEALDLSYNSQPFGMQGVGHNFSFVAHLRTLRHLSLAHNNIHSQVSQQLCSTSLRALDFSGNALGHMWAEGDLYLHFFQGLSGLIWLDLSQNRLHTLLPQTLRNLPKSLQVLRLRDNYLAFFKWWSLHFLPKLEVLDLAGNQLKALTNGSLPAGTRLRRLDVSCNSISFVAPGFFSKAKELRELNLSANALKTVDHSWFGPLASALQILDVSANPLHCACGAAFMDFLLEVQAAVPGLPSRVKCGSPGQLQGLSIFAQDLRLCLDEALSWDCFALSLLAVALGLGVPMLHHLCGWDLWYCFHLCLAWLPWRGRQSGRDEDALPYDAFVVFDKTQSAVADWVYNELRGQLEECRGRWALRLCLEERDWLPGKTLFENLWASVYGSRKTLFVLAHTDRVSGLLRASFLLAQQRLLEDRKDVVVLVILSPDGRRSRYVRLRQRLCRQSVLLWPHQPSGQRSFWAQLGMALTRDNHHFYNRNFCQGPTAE
NCOA2 inhibitor: inhibition of GAL4-SRC2 driven luciferase reporter, primary screen, SRC2 inhibitor project, cell-based, luminescence. Nuclear receptor coactivator 2 (Homo sapiens), Q15596. HEK293 GAL4-SRC2 luciferase reporter. inhibition, % at 9 µM. actives 0.17% (n = 370,000). AID 651957, 2012;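 active means inhibition above the mean inhibition of all tested compounds plus 3 SD, set per campaign, cut at about 52% in these data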;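 further: 0% = DMSO treated cells and 100% = cells given Gossypol at 36 µM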
NCOA3 inh: SRC3 coactivator transcriptional activity inhibitors, primary screen, cell-based, luminescence | actives 0.17% (n = 360,000) | Nuclear receptor coactivator 3 (Homo sapiens), Q9Y6Q9 | inhibition, % at 3.6 µM | HEK293 GAL4-SRC3 luciferase reporter;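 active means inhibition above a per-campaign cutoff, the mean of all compounds plus 3 SD, cut at about 60% in these data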;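 further: 0% = DMSO-treated cells and 100% = gossypol-treated cells at 36 µM; higher means less SRC3-driven luciferase light from the GAL4 reporter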
Exocytosis inh: LAMP-1 surface exposure blockers, TALL-104 cells – cell-based, flow cytometry, MLPCN library, primary screen | TALL-104 LAMP-1 surface exposure; cells stimulated with thapsigargin and PMA | inhibition, % at 10 µM | actives 0.66% (n = 360,000) | AID 651702, 2012;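 active means inhibition above about 55%, limit read from the data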
ABHD5-PLIN5 inh: ABHD5-PLIN5 interaction inhibitors, primary screen, cell lysate, split luciferase complementation, luminescence. Perilipin-5 (Homo sapiens) + 1-acylglycerol-3-phosphate O-acyltransferase ABHD5 (Homo …. Split G. princeps luciferase complementation, 4 h. inhibition, % at 4 µM. actives 0.78% (n = 360,000). AID 602281, 2012;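 active means inhibition above the mean inhibition across every tested compound plus 3 SD, cut at about 22% in these data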;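 further: 0% = DMSO only wells and the 100% control is not disclosed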
TROY NFkB inh: inhibitors of TROY-driven NF-kB signaling, primary screen, Q293 LMP1-TROYcd cells, NF-kB luciferase, uHTS. Q293 LMP1-TROYcd NF-kB luciferase reporter, 4 h. inhibition, % at 10 µM. actives 0.98% (n = 360,000);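 active means compounds whose plate-normalised and pattern-corrected inhibition of the luciferase reporter signal at the single screening dose is 50% or more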
NR5A2 inv ag: LRH-1 (NR5A2) inverse agonists, primary screen, cell-based, luminescence, HEK293T, StAR-luciferase reporter; Nuclear receptor subfamily 5 group A member 2 (Homo sapiens), O00482; LRH-1 transfected, 24 h; inhibition, % at 3.6 µM; actives 0.13% (n = 360,000); AID 602396, 2012;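 active means inhibition above the mean inhibition of all tested compounds plus 3 SD, cut at about 73% in these data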;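 further: 0% = DMSO wells and 100% = reporter-only cells lacking LRH-1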
An asterisk follows results filed as active; x = no result given.

Results follow in this order: COUP-TFII inh	NOD2 RIPK2 PPI	NCOA1 inh	TWEAK-Fn14 inh	TLR9-MyD88 inh	NCOA2 inhibitor	NCOA3 inh	Exocytosis inh	ABHD5-PLIN5 inh	TROY NFkB inh	NR5A2 inv ag
#1 O=C(N/N=C/c1ccc(N2CCOCC2)s1)c1ccccc1Cl
→ -1	-2	-23	-11	6	-51	-20	-1	1	-7	-32
#2 Cc1ccc(C(=O)N(CC(=O)NC2CCCC2)c2ccccc2F)s1
→ -9	2	-20	-3	7	-11	2	10	1	-20	11
#3 Cc1ccc(Nc2ccc(C(=O)NCCc3ccccc3)cn2)cc1
→ -7	-2	-35	-1	9	-21	-12	0	1	-20	-18
#4 O=C(O)c1ccccc1S(=O)(=O)CC(=O)N1CCCCC1
→ 10	-9	-8	1	-1	-6	-3	-10	-2	9	-17
#5 Cc1cc(=O)[nH]c(N/N=C/c2sccc2C)n1
→ -21	-12	-27	-31	4	-51	-47	-4	0	-40	-26
#6 C[C@H]1CN([C@@H](C)CO)C(=O)CCCn2nncc2CO[C@@H]1CN(C)Cc1ccc2c(c1)OCO2
→ -2	5	7	3	1	-18	-3	-1	2	14	-3
#7 O=C(NCC(c1ccco1)N1CCCCC1)c1ccc(NS(=O)(=O)c2ccc(F)cc2)cc1 (stereo not given)
→ 12	-3	-3	9	6	22	-1	4	-3	-4	10
#8 COc1ccc(OCC(=O)NCCC2=CCCCC2)c([N+](=O)[O-])c1
→ 24	-1	-2	-8	-6	-19	-8	6	-1	-9	-9
#9 O=C1CCC(C(=O)N2CCCCCC2)CN1Cc1cccc(C(F)(F)F)c1 (stereo not given)
→ -5	-16	3	3	-7	-18	-25	-7	-1	4	1
#10 O=C1C=C(Nc2ccc(Cl)cc2Cl)CC(c2ccco2)C1 (stereo not given)
→ -37	7	-5	-40	11	-9	9	-6	-4	12	2
#11 O=C(CC1CCCC1)N1CCN(S(=O)(=O)c2ccccc2)CC1
→ -9	-10	-13	10	-22	-33	-12	-3	-8	-11	-5
#12 Cc1snnc1C(=O)NC(=S)Nc1ccccc1
→ -3	-4	0	18	-1	-13	13	-4	-4	-41	-5
#13 Cc1ccc(C)c(Nc2c(F)c(F)c(F)c(F)c2C(=O)O)c1
→ 4	5	-31	-12	1	13	2	-1	7	-1	-15
#14 CCCN(CCC)CC(O)CN(c1cc([N+](=O)[O-])ccc1OC)S(=O)(=O)c1ccccc1 (stereo not given)
→ -2	-6	-1	-2	-6	-15	-6	-2	7	-12	9
#15 CCN(CC)CCN(C(=O)c1ccc(CN2CCCCC2)o1)C(C(=O)NC1CCCCC1)c1ccc(F)cc1 (stereo not given)
→ 0	11	-28	-1	-6	-7	-9	-1	4	-6	6
#16 Cn1nc(N)c2c(-c3ccccc3)c(C#N)c(N)nc21
→ -18	-6	-6	25	-6	19	27	-1	4	5	5
#17 CC(C)(C)OC(=O)N1CCC(C(=O)N[C@H](Cc2ccccc2)C(=O)O)CC1
→ -16	4	-21	-3	6	-33	-6	-7	0	15	-13
#18 N#Cc1c(/N=C/c2cccs2)sc2c1CCC2
→ -16	-2	-85	-5	-3	-57	-88	-1	-4	3	5
#19 C=CCN(CC=C)Cc1cc(=O)oc2ccc3ccccc3c12
→ 4	-2	14	15	x	-13	9	1	0	6	9
#20 CCCCc1cc2c(c(NC(=O)CC)n1)c(=O)oc1ccccc12
→ 7	-6	-26	12	5	4	15	-4	-9	-7	-1
#21 CC(C)CN(C(=O)COC(=O)CNC(=O)c1ccccc1F)c1c(N)n(Cc2ccccc2)c(=O)[nH]c1=O
→ 4	4	-12	-5	-7	-19	13	1	-3	-2	-8
#22 COc1cc2c(=O)n(Cc3ccccc3)c(=O)n(CC(=O)NCC3CCCO3)c2cc1OC (stereo not given)
→ 5	-17	-2	27	-13	11	3	-1	-2	-20	5
#23 Cc1nn(-c2ccccc2)c(C)c1/C=N/NC(=O)c1cc(-c2ccccc2)n[nH]1
→ -75	10	-59	11	1	7	8	18	-3	2	40
#24 CCOc1ccc(NC(=O)CC(Cc2ccc(Cl)cc2)C(=O)O)cc1 (stereo not given)
→ 13	2	-10	15	-1	23	3	15	2	9	1
#25 CCN1CCN(c2cc(C)c3cc(NC(=S)N4CCN(c5ccccc5F)CC4)ccc3n2)CC1
→ 26	-1	-3	-11	3	22	2	2	4	33	14
#26 O=C(NC1CCCC1)C1c2ccccc2OCC(=O)N1CC(F)(F)F (stereo not given)
→ -7	-5	x	1	x	-6	x	-6	-6	4	3
#27 CC(=O)OC1C(OC(C)=O)N(C(C)=O)C(=O)N1C(C)=O (stereo not given)
→ -1	3	5	-6	7	6	-8	1	7	-7	5
#28 COc1cccc(/C=C2\N=C(C3CCCCC3)OC2=O)c1OC
→ 0	-8	-6	-6	-1	-8	12	60*	-3	0	1
#29 CC1CCCC(C)N1C(=O)COC(=O)CCC(=O)c1ccc(F)cc1 (stereo not given)
→ -6	-1	11	-23	-22	-3	5	7	3	-11	39
#30 COC(=O)C(O)(NC(=O)NC(C)=O)C(F)(F)F (stereo not given)
→ -11	-6	5	3	-5	12	-3	2	17	12	7
#31 CC1(C)Oc2c(ccc(O)c2CN2CCOCC2)C2=C1CCCC2
→ -13	13	-6	6	2	-10	-5	6	-1	23	3
#32 O=C1CSc2ccccc2N1Cc1ccc(F)cc1
→ 1	3	-3	22	-1	-17	-3	-1	-1	13	4
#33 COC(=O)c1ccc(C)c(NC(=O)CN(c2ccc3c(c2)OCO3)S(C)(=O)=O)c1
→ 8	-5	5	2	2	11	1	-1	6	-18	9
#34 CC(=O)NC(C)c1nc2ccccc2n1Cc1ccccc1F (stereo not given)
→ 6	6	7	2	-4	-21	12	-3	-2	2	-24
#35 CN(C(=O)c1cccc(NC(=O)Cc2ccc(NC(=O)C3CCCN(C(=O)C4CCCC4)C3)cc2)c1)C1CCCCC1 (stereo not given)
→ 18	-15	8	20	-17	14	-3	2	2	23	-2
#36 COc1ccc(NC(=O)NCc2ccccn2)cc1
→ -23	-5	-1	-4	9	-14	7	-1	-3	-34	-25
#37 Cc1ccsc1C(=O)OCC(=O)NCc1cccs1
→ -9	-8	-11	-14	-5	-31	-38	-2	2	-26	-37
#38 COc1cc(CN2CCNC(=O)C2CC(=O)NCCc2ncccc2C)cc(OC)c1 (stereo not given)
→ 7	0	15	-10	-1	5	5	-3	-2	22	8
#39 COC(=O)[C@H](CC(C)C)NC(=O)Cn1cnc2c(OCc3ccccc3)ncnc21
→ 5	3	-23	6	-1	0	9	16	9	7	12
#40 CCOC(=O)C1(C)Oc2ccccc2C(c2ccc(OC)cc2)=C1C(=O)OC (stereo not given)
→ 9	5	5	-7	3	22	8	0	4	-12	14
#41 COc1ccc2c(c1)Cc1sc(NC(=O)c3ccccc3)nc1-2
→ -29	-1	-74	-20	1	-32	-60	-2	-10	-39	-84
#42 COC(=O)Cn1c2ccc(C)cc2c2nc3ccccc3nc21
→ -1	4	-30	-1	-1	-20	-22	13	-2	-13	23
#43 Cc1cccc(Cl)c1NC(=O)NCCCN1CCCCC1C (stereo not given)
→ 2	-3	1	4	x	4	-7	-5	-3	5	-5
#44 CCc1ccccc1Nc1nc2ccccc2n1CC
→ 14	7	-11	-3	-1	-13	18	3	1	10	-7
#45 O=C(NC1CCCC1)C1CCN(C(=O)c2ccc(Cl)cc2Cl)CC1
→ 10	7	2	26	-3	0	-16	-15	1	1	2
#46 CC1(C)Cc2c(c(=S)nc(-c3ccccc3)n2Cc2cccnc2)CO1
→ -21	-4	-3	4	7	-6	15	-2	3	-9	-4
#47 O=C(c1ccccc1OCc1ccccc1Br)N1CCN(c2ncccn2)CC1
→ -11	-8	-3	-28	-9	-10	7	0	-2	5	-1
#48 COc1ccc(-n2nc(C(=O)NCC(=O)NCCN(C)C)c3ccccc3c2=O)c(OC)c1
→ 14	-5	-5	13	-1	10	7	-1	6	-8	-7
#49 O=C1N(Cc2ccc(F)cc2)CCN1c1ccc(F)cc1
→ -5	0	-28	-20	-3	-27	-44	0	6	-56	-36
#50 CCN(CC)c1ccc(/C=C(/C#N)C(=O)NCc2ccccc2)o1
→ -18	-7	-40	-25	-4	-40	-26	1	12	-53	-65
#51 Cc1ccc2nc(-c3ccco3)c(Cc3cccc(F)c3)n2c1
→ -25	-14	-20	-6	x	-26	-31	24	56*	-32	-58
#52 CC1(NC(=O)NCc2ccccc2)CCS(=O)(=O)C1 (stereo not given)
→ 1	-3	2	17	6	5	11	-13	-5	0	-8
#53 O=C(COc1ccc(Br)cc1)Nc1ccncc1
→ -5	-10	6	12	-3	-6	3	-2	5	2	21
#54 Cc1cc(C)n2nc(SC(C)C(=O)N3CCCC3)nc2n1 (stereo not given)
→ -10	-13	-17	10	-3	0	12	-3	5	-6	-5
#55 COc1ccc2nc(C)cc(Nc3ccccc3O)c2c1
→ 4	5	0	-22	1	-55	1	-2	2	6	6
#56 COc1ccccc1C(=O)N/C(=C\c1cn(C)c2ccccc12)C(=O)N1CCOCC1
→ -26	5	4	-6	-7	2	-5	0	-2	4	-8
#57 COc1ccc(C(=O)Nc2ccc(-c3cn4ccsc4n3)cc2)cc1S(=O)(=O)N1CCOCC1
→ -41	4	5	10	1	-48	12	-1	4	30	-41
#58 CCOc1ccc2oc(C(=O)OCC(=O)NC3CCCC3)c(C)c2c1
→ 6	4	-27	-6	-4	7	13	6	-1	-16	3
#59 COc1ccccc1CCNC(=O)CSc1nc(-c2ccco2)cc(C(F)(F)F)n1
→ 14	-13	4	0	-13	-14	1	15	-9	4	11
#60 COc1cccc(N2C(=O)C(CC(=O)Nc3ccc(F)cc3)N(C3CCCCC3)C2=O)c1 (stereo not given)
→ -9	-4	-6	-3	-16	-16	-4	0	-2	1	-18
#61 NC(=O)CC(NC(=O)Cc1ccc(Br)cc1)c1ccc(N2CCCCCCC2)c([N+](=O)[O-])c1 (stereo not given)
→ 8	4	3	-4	-1	-19	0	-4	-12	4	-4
#62 CCc1ccc(CN2CCC(n3nccc3NC(=O)c3ccccc3C)CC2)cc1
→ 11	-3	-27	0	1	9	3	-6	6	15	-3
#63 COc1ccccc1NS(=O)(=O)c1ccc(OC)c(OC)c1
→ 5	-1	6	5	-5	15	2	2	-4	12	-2

These rows are one share of the data; rates above refer to the full screens.
